From PubChem BioAssay
Giardia killer = kills Giardia lamblia | Giardia lamblia trophozoite viability | activity change, % at 7.66 µM, hits read low | actives 0.15% (n = 340,000) | AID 540267; in the data active means activity change below about -80%; inconclusive means between about -30% and that limit;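 further: parasites exposed to compound for two days anaerobically before the ATP read; on the % scale 0 is the no-effect control and ±100 the full control effect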
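Media and compound were dispensed first, then trophozoites at 100 cells/well; plates sat 48 hrs at 37 deg C without oxygen before ATP luminescence reagent was added and read after 15-30 min at room temperature.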
NPC1 promoter act = activates the NPC1 promoter. Huh7 NPC1 promoter luciferase reporter, 24 h. actives 2.4% (n = 320,000). Potency, µM (doses to about 9.22 µM), inactives show at the top dose activation, hits mostly activators;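 further: potency means the concentration at half of the fitted maximal effect; % of control where 0% means no effect; nearly all actives have a fitted effect of over 60% in size; reporter is driven by a mutant NPC1 promoter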
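Stable NPC1-promoter luciferase Huh7 line; cpd (DMSO) 24 h, 37 °C, 5% CO2; Amplite luciferase reagent 10 min RT; luminescence readout. qHTS format.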
Rab9 prom act = activators of Rab9 promoter | Huh7 Rab9 promoter-luciferase reporter, luminescence, 24 h | Potency, µM (highest dose often 9.22 µM), inactives show at the highest dose activation, negative = inhibition, usual class: activators | actives 2.8% (n = 320,000); further: potency means the concentration at half of the fitted maximal effect; % of control where 0% means no effect; nearly all actives have a fitted effect of over 60% in size
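Cell-based reporter: Huh7 stable for Rab9 promoter-driven luciferase, plated in reduced-serum medium with 10% FBS at 1500 cells/well, compound-treated 24 h at 37 °C, luminescence read after 10 min reagent.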
KCNH2 3.1 inh = inhibitors of human KCNH2 3.1 potassium channel isoform; U2OS KCNH2 3.1, thallium flux FluxOr; stronger effect = lower value; activity change, % (tested at about 1.8 µM); actives 0.95% (n = 340,000);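 active means maximum activity change below -70%; inconclusive means maximum activity change from -70% to -50%; inactive means maximum activity change above -50%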;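 further: thallium influx rate constant from kinetic fluorescence after stimulation buffer; on the % scale 0 is the no-effect control and ±100 the full control effect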
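Steps: virus added to U2OS suspension (4 h, RT, dark); medium with 10% FBS added, cells plated, 37 C overnight; FluxOr/Red40 loading buffer 45 min RT; stimulation buffer, 2 min kinetic read; rate constant normalized.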
FLuc counter = counter-screen for miR-21 project: firefly luciferase inhibitors or activators | purified FLuc, Km substrates, luminescence inhibition | Potency, µM (doses to about 57.5 µM), for inactives: top-dose activity change, negative = inhibition, hits mostly inhibitors | actives 6.9% (n = 360,000) | AID 588342;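 further: potency means the concentration at half of the fitted maximal effect; plate controls were vehicle for no effect and reference inhibitor for full effect; nearly all actives have a fitted effect of over 55% in size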
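Purified P. pyralis luciferase, 10 nM final, with Km-level 10 uM D-luciferin and 10 uM ATP in 50 mM Tris acetate pH 7.5, 10 mM Mg acetate, 0.01% Tween-20, 0.05% BSA; 6-point qHTS titration about 60 µM downward; luminescence read.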
FBPA coupling cs = inhibits coupling enzyme system, counter-screen for aldolase hits | coupling enzyme system counterscreen, AmpLite Red fluorescence | AID 2472 | actives 0.67% (n = 290,000) | activity change, negative = inhibition, % at 58.2 µM, hits read low; in the data active means activity change below about -30%; further: on the % scale 0 is the no-effect control and ±100 the full control effect
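Compounds tested against the coupling enzymes alone at 57.5 uM final; readout was AmpLite Red fluorescence (525/598 nm) after 20 min at RT.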
ELG1 genotox = inducers of genotoxicity in HEK293T ELG1-luciferase cells. HEK293T ELG1-luciferase reporter, luminescence, 16 h. Potency, µM (series often up to 46 µM), for inactives: at the top dose activity change, positive = activation, hits mostly activators. actives 1.3% (n = 330,000). AID 504466; further: potency means the concentration at half of the fitted maximal effect; % of control where 0% means no effect; nearly all actives have a fitted effect of over 60% in size
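Reporter readout depends on ELG1 protein level, which increases with genetic stress. After 16 hr compound exposure at 37 °C, luciferase activity was quantified using ONE-Glo.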
RORgamma inh = inhibitors of mouse ROR gamma transcriptional activity | P51450 | Drosophila S2 Gal4-RORgamma UAS-luciferase reporter, 20 h | Potency, µM (top dose mostly 53.6 µM), for the others: at the highest dose activity change, negative = inhibition, most hits filed as inhibitors | actives 5.4% (n = 310,000); further: potency means the concentration at half of the fitted maximal effect; on the % scale 0 is the no-effect control and ±100 the full control effect; nearly all actives have a fitted effect of over 60% in size
Target sequence (P51450 whole entry, looked up, the tested form may be a part): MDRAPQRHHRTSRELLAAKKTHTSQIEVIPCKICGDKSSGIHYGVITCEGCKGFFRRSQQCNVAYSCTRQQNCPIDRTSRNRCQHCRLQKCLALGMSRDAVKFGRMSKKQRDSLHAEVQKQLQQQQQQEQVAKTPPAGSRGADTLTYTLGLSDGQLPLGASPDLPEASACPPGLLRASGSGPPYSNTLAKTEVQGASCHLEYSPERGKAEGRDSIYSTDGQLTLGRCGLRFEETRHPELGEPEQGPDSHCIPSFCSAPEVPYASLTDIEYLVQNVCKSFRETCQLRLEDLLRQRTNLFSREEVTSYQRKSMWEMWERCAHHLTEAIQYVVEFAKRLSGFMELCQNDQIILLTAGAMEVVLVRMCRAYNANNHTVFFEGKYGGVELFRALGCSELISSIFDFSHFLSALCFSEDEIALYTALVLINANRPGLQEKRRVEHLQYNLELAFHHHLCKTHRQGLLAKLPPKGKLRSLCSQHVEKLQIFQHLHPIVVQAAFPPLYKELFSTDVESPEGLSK
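Luciferase reporter read in Schneider cells carrying Gal4-RORγ (mouse) and UAS-Photinus luciferase; cells given compound 1 h before 700 uM copper sulfate induction, then incubated 20 h at ambient temperature.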
Tb PFK block = inhibitors of T. brucei phosphofructokinase. O15648. T. brucei PFK, ADP-Glo luminescence. Potency, µM (highest dose often 57.5 µM), without a hit: top-dose activity, negative = inhibition, usual class: inhibitors. actives 0.17% (n = 330,000);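 further: potency means the concentration at half of the fitted maximal effect; 0% = uninhibited 1x PFK enzyme wells and -100% = no-enzyme wells; nearly all actives have a fitted effect of over 60% in size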
Target sequence (O15648 whole entry, looked up): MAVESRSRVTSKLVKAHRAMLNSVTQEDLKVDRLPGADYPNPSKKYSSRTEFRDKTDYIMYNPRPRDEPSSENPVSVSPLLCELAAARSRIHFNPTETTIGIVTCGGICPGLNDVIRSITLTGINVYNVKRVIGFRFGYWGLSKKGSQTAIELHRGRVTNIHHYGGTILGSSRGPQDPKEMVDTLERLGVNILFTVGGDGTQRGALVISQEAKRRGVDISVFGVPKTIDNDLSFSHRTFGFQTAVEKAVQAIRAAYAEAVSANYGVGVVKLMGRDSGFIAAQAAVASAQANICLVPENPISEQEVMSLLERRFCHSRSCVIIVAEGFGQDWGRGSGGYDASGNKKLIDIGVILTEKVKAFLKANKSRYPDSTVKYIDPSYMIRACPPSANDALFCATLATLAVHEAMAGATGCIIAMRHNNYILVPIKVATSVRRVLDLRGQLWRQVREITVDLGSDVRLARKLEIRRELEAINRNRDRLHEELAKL
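Compounds were pin-transferred as a titration series up to 57 uM into substrate buffer (0.5 mM F6P, 0.1 mM ATP, pH 8.0), then 1.25 nM PFK was added and reactions ran 45 min before ADP-Glo detection.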
uPA surface inh = blocks generation of uPA at the cell surface; cell surface uPA generation assay, qHTS; Potency, µM (top dose mostly 38.3 µM), for inactives: top-dose activity change, negative = inhibition, actives largely listed as inhibitors; actives 0.31% (n = 330,000); AID 540303; active means well fitted inhibition curve with a large enough effect; inconclusive means small, poorly fitted or top-dose-only effect; inactive means no such curve, though single readings can be large or run the other way; tested in mouse RAW 264.7 cells; further: potency means the concentration at half of the fitted maximal effect; on the % scale 0 is the no-effect control and ±100 the full control effect; nearly all actives have a fitted effect of over 55% in size
Gal4-VP16 FLuc = counter-screen for ROR gamma inhibitors: Gal4-VP16 reporter; Drosophila S2 Gal4-VP16 UAS-luciferase, luminescence, 20 h; Potency, µM (doses to about 53.6 µM), for inactives: at the top dose activity, negative = inhibition, most hits filed as inhibitors; actives 3.5% (n = 310,000);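 further: Gal4-VP16 expression switched on by copper sulfate through the metallothionein promoter; potency means the concentration at half of the fitted maximal effect; on the % scale 0 is the no-effect control and ±100 the full control effect; nearly all actives have a fitted effect of over 50% in size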
The depositor's hits bear a star; u = inconclusive; x = not tested or not shown; [ ] = dose if it differs, or a comment. Unless noted, the call rests on the fitted dose curve; in most records, active means well fitted curve in the direction sought with a large enough effect; inconclusive means small, poorly fitted or top-dose-only effect, or another doubt; inactive means no such curve, though single readings can be large; an effect the other way counts as inactive or inconclusive.

Values run as follows: Giardia killer, NPC1 promoter act, Rab9 prom act, KCNH2 3.1 inh, FLuc counter, FBPA coupling cs, ELG1 genotox, RORgamma inh, Tb PFK block, uPA surface inh, Gal4-VP16 FLuc
C=CCO/N=C(/C)c1ccc(Oc2cnccn2)cc1
  -23, 7%, 16%, 3, -14%, 2, 8%, 34%, -2%, 1%, -5%
COc1ccnc(CSC(N)=Nc2ccc(F)cc2)c1
  -5, 0%, -5%, 0, -5%, -1, u, 10µM*, u, 1%, u
COc1ccccc1OCCC(=O)OCCN1C(=O)c2ccccc2C1=O
  3, -2%, 0%, 12, 0%, -1, 0%, -1%, -1%, 1%, 6%
CS(=O)(=O)c1ccc(Cl)c(NC(=O)CCc2ccccc2)c1
  -10, -1%, 3%, 10, -4%, 0, -5%, -1%, 2%, 4%, 6%
CCOC(=O)CCCCC(=O)c1[nH]c(=O)[nH]c1CSc1nc(-c2ccccc2)c(C#N)c(=O)[nH]1
  0, 1%, -1%, -14, 3%, 15, -1%, 13%, 4%, -9%, 1%
O=C(c1cccc(S(=O)(=O)N2CCCC2)c1)N1CCCC(C(F)(F)F)C1 (stereo not given)
  10, 1%, 0%, 7, 1%, x, -1%, x, 0%, -2%, x
Cc1ccc(SCCN2C(=O)NC(C)(C)C2=O)cc1
  5, -4%, -5%, 10, 8%, 2, 4%, 21%, 3%, 4%, -3%
CCCCCCCCCCCCCCCCn1cc[n+](CC(C)=O)c1
  4, -14%, -12%, 4, 0%, 0, -15%, u, u, u, -6%[10 µM]
Cc1nc(-c2ccccc2)nc2[nH]ccc(=O)c12
  -10, 30%, u, -6, 12µM*, -1, u, 38%, 2%, -4%, 7%
COc1ccc(S(=O)(=O)/N=C2/C=CC(=O)C(C)=C2C)cc1
  25, -5%, -4%, -2, u, -11, -1%, -9%, 0%, -3%, -4%
Nc1cc(=O)[nH]c(SCC(=O)N2CCN(S(=O)(=O)c3ccc4ccccc4c3)CC2)n1
  u, -3%, -4%, -8, 3%, 5, -2%, 2%, -3%, 3%, 4%
O=C(C1=C[C@H](c2csc3ccccc23)C[C@H](OCCCCO)O1)N1CCOCC1
  -28, 1%, -2%, 8, -1%, 1, -3%, 0%, -2%, -8%, -9%
C=CCOc1ccc(CNn2cn[nH]c2=S)cc1OCC
  13, 1%, 3%, 2, 1%, -1, 0%, 11µM*, 0%, x, -13%
COc1cc(NC(=O)c2noc(C)c2[N+](=O)[O-])c(OC)cc1Cl
  2, -6%, -3%, -9, 1%, x, 1%, -22%, -8%, -7%, 7%
O=C(NCCCn1ccnc1)c1c(F)cccc1F
  -4, -6%, 5%, 17, 1%, x, -9%, 9%, -2%, -13%, 6%
CCc1ccc(Cn2nnc(C(=O)Nc3ccc(OC)cc3OC)c2N)cc1
  6, 1%, -6%, 9, -1%, 0, -2%, 1%, -2%, -5%, 0%
Cc1ccn2cc(-c3cccc(S(=O)(=O)N4CC(C)OC(C)C4)c3)nc2c1 (stereo not given)
  0, -2%, -11%, 35, u, -1, 0%, -15%, 3%, -18%, 1%
COc1cc(NS(=O)(=O)c2ccc(NS(=O)(=O)c3ccc(C)cc3)cc2)nc(OC)n1
  -17, 1%, -2%, -3, 1%, -2, -10%, 5%, 1%, 4%, 9%
CC(=O)c1cccc(NC(=O)C(C)N(C)CC(=O)Nc2ccc(Cl)cc2)c1 (stereo not given)
  1, -9%, -1%, -1, 1%, 0, -4%, 30%, 1%, 4%, 2%
CCN(CC)C(=O)CSc1nc2ccsc2c(=O)n1CCCC(=O)NCCc1ccc(S(N)(=O)=O)cc1
  -5, -5%, 5%, 9, 2%, 2, -1%, 13%, -2%, 2%, -1%
CN(CC(=O)N1CCN(c2ccccc2)CC1)S(=O)(=O)c1cnc[nH]1
  18, -6%, -4%, 9, -1%, 4, -1%, -7%, 0%, 2%, -6%
COc1ccc(S(=O)(=O)N2CCOCC2)cc1NC(=O)CCNC(=O)c1ccc([N+](=O)[O-])cc1
  -11, 0%, 2%, 6, -1%, x, 0%, x, 0%, -12%, x
CC(CCc1ccccc1)NC(=O)COC(=O)C1=COCCO1 (stereo not given)
  8, -7%, 4%, -1, 1%, 4, 3%, 19%, 3%, -1%, -6%
CC(=O)N1CCCN(C(=O)c2cc(COc3c(F)cccc3F)on2)CC1
  2, 0%, 13%, 13, 3%, x, -2%, u, 1%, -3%, -17%
O=C(NCC1CCOCC1)c1ccc2nc(Cc3cccc(Cl)c3)oc2c1
  1, 8%, 10%, 0, 1%, x, u, 11%, 3%, -2%, 15%
CCOC(=O)c1ccccc1NC(=O)Cn1cnc2c(cnn2C(C)(C)C)c1=O
  u, 4%, 14%, -10, -12%, -1, -2%, u, 8%, 1%, 11%
COC(=O)C1=C(CS(=O)(=O)c2ccc(C)cc2)NC(=O)NC1c1ccc(OC)c(OC)c1 (stereo not given)
  -25, -7%, -4%, 16, 2%, 0, -1%, 2%, 1%, 5%, -1%
CCOC(=O)c1c(NC(=O)c2noc(C)c2[N+](=O)[O-])sc(C(C)=O)c1C
  -29, 1%, -2%, x, u, 5, 0%, -31%, 1%, -3%, -3%
COc1ccc(OCC(=O)N/N=C/C2CC=CCC2)cc1 (stereo not given)
  7, -13%, 1%, 14, 1%, 0, -3%, 32%, -1%, 3%, 0%
Cc1nn(C)c(C(=O)NNC(=S)NCc2ccco2)c1Br
  27, 7%, -1%, 8, -3%, 6, -1%, 1%, -4%, u, -1%

Going on with the list.
molecule,Giardia killer,NPC1 promoter act,Rab9 prom act,KCNH2 3.1 inh,FLuc counter,FBPA coupling cs,ELG1 genotox,RORgamma inh,Tb PFK block,uPA surface inh,Gal4-VP16 FLuc
Cc1ccc(NCc2n[nH]c(=S)n2Cc2ccccc2)cc1Cl,3,-1%,-2%,17,u,2,-4%,4µM*,-7%,2%,u
CCOc1c(Br)cc(/C=N\NC(=O)c2ccccc2)cc1OC,36[activator],-2%,-3%,-4,5.4µM*,-1,-8%,-71%,-7%,1%,u
CCOC(=O)c1ccc(-c2cccc(C(F)(F)F)c2)nc1C,1,-2%,1%,-4,u,0,u,30%,-7%,x,0%[0.365 µM]
O=C(c1ccc([N+](=O)[O-])o1)N1CCN(Cc2ccccc2)CC1,u,-2%,23%,10,1%,4,-5%,-43%,-6%,u,-13%
CC(=O)NCCNc1ccc([N+](=O)[O-])cc1C#N,8,-12%,-1%,12,0%,-1,-2%,-9%,-2%,5%,2%
O=C(COC(=O)c1c2c(nc3ccccc13)CCCCC2)NCc1ccc2c(c1)OCO2,-11,-2%,-2%,-10,-8%,-2,-12%,5%,0%,-5%,u
Cc1ccc(Oc2ncnc(N)c2[N+](=O)[O-])cc1C,-19,-3%,-9%,3,1%,-2,-13%,7%,0%,-7%,-12%
Cc1ccc(SCC(=O)Nc2ccc(-c3nnc(-c4ccco4)o3)cc2)cc1,0,2.5µM*,3.5µM*,-21,3%,-2,u,-33%,-15%,-6%,u

Full records, quoted from the list.
Record of CCOc1c(Br)cc(/C=N\NC(=O)c2ccccc2)cc1OC : Giardia killer = 36[activator]; NPC1 promoter act = -2%; Rab9 prom act = -3%; KCNH2 3.1 inh = -4; FLuc counter = 5.4µM*; FBPA coupling cs = -1; ELG1 genotox = -8%; RORgamma inh = -71%; Tb PFK block = -7%; uPA surface inh = 1%; Gal4-VP16 FLuc = u
Record of O=C(COC(=O)c1c2c(nc3ccccc13)CCCCC2)NCc1ccc2c(c1)OCO2 : Giardia killer = -11; NPC1 promoter act = -2%; Rab9 prom act = -2%; KCNH2 3.1 inh = -10; FLuc counter = -8%; FBPA coupling cs = -2; ELG1 genotox = -12%; RORgamma inh = 5%; Tb PFK block = 0%; uPA surface inh = -5%; Gal4-VP16 FLuc = u

Fetched one by one from the list above:
molecule,Giardia killer,NPC1 promoter act,Rab9 prom act,KCNH2 3.1 inh,FLuc counter,FBPA coupling cs,ELG1 genotox,RORgamma inh,Tb PFK block,uPA surface inh,Gal4-VP16 FLuc
O=C(COC(=O)c1c2c(nc3ccccc13)CCCCC2)NCc1ccc2c(c1)OCO2,-11,-2%,-2%,-10,-8%,-2,-12%,5%,0%,-5%,u
CCOc1c(Br)cc(/C=N\NC(=O)c2ccccc2)cc1OC,36[activator],-2%,-3%,-4,5.4µM*,-1,-8%,-71%,-7%,1%,u
